eLon inh = inhibitors of E. coli Lon protease | hit rate 0.42% among 360,000 | inhibition, % at 7.94 µM | AID 602123 | P0A9M0 | purified E. coli Lon protease, fluorescence polarization; in the data active = inhibition above about 13%, passing the limit was not always enough;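 note: 0% = enzyme with probe and DMSO and 100% = no enzyme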
MT1-MMP act inh = blocks activation of human MT1-MMP. hit rate 0.061% among 360,000. AID 651647. HT1080 RFP-PRO-GFP cells, GFP/RFP ratio fluorescence, overnight; percent of plate control window, DMSO zero. GFP/RFP ratio change, % at 20 µM. P50281;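 active = GFP/RFP ratio change of at least 30% with cell ATP level not reduced by more than half and red fluorescence within 50% of control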; note: strong numbers were not always called active
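Material – HT1080 RFP-PRO-GFP cells · Control set – DMSO wells and RFP-L50D-GFP cells · Incubation – overnight cell settling, then overnight compound exposure, 37 °C, 5% CO2 · Compound dosing – single-point 20 µM compound, 1% DMSO · Read-out – GFP/RFP fluorescence ratio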
NRP1-CendR mod = alters CendR peptide binding to human NRP-1. inhibition, % at 25 µM. AID 602438. O14786. hit rate 0.85% among 360,000. FAM-RPARPAR peptide binding to NRP-1, fluorescence polarization;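 active = inhibition or corrected inhibition above about 18%, plus a signal ratio from 0.5 to 1.5, limit read from the data, passing the limit was not always enough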; note: strong numbers were not always called active
Target sequence (O14786 whole entry, looked up): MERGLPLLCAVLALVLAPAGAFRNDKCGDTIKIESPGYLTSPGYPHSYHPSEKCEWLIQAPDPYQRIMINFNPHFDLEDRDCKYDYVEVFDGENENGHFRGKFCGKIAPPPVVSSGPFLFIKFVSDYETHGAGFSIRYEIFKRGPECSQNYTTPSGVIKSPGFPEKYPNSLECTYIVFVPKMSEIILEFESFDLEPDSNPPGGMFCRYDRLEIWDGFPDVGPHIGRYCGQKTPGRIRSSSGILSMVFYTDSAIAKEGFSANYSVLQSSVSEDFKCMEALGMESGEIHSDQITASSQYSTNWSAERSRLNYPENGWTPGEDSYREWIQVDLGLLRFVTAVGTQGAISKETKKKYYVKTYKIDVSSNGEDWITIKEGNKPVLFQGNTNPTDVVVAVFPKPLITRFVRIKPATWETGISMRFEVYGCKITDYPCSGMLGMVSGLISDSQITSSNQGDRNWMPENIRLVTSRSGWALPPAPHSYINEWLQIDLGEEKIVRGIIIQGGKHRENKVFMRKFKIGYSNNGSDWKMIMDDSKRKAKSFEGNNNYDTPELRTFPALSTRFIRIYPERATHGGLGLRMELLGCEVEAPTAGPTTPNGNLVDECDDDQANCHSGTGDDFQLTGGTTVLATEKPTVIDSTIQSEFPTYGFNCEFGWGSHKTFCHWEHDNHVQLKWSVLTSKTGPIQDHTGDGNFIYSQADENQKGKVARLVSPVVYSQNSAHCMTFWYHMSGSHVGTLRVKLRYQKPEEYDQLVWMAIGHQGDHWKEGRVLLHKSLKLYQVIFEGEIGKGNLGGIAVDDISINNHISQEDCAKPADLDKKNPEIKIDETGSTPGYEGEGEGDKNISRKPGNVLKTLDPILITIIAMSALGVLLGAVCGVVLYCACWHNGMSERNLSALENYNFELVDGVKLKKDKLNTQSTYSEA
TbMetRS inhib = blocks T. brucei methionyl-tRNA synthetase activity | inhibition, % at 11.9 µM | purified T. brucei MetRS, ATP depletion, Kinase-Glo luminescence | AID 624268 | hit rate 0.4% among 360,000;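 active = inhibition above a per-plate cutoff of the control wells' mean inhibition plus 3 SD, cut at about 5.5% in these data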;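 note: 0% = DMSO wells median and 100% = median of wells with control inhibitor compound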
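Dosing: 11.9 µM compound single dose, 0.9% DMSO; Assay system: purified T. brucei MetRS enzyme; Measured by: Kinase-Glo luciferase luminescence reporting remaining unconsumed ATP; Schedule: 15 min plus 2 h at 25 °C.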
SKN-1 inh = inhibitors of C. elegans SKN-1 | C. elegans VP596 Pgst-4::GFP/RFP ratio, acrylamide-induced, 24 h | inhibition, % at 21.8 µM | hit rate 0.49% among 360,000 | AID 624304;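 active = interference check ratio from 0.5 to 1.5 plus GFP to RFP signal ratio inhibition reaching or exceeding a fixed threshold, cut at about 30% in these data, passing the limit was not always enough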; note: some compounds called inactive have numbers as strong as hits
MsrA inh = inhibitors of bovine MsrA; purified bovine MsrA, absorbance read-out; inhibition, % at 15.5 µM; hit rate 0.75% among 360,000; AID 651718; in the data active = inhibition above about 4.5%;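 note: 0% = vehicle wells with enzyme and 100% = reference inhibitor wells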
MsrA act = bovine methionine sulfoxide reductase A activation; purified bovine MsrA, absorbance read-out; activation, % at 10.6 µM; hit rate 0.3% among 360,000; AID 602163; in the data active = activation above about 7.5%;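 note: 0% = vehicle and 100% = reference activator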
FAS TE block = inhibitors of human fatty acid synthase thioesterase domain; inhibition, % at 15 µM; P49327; hit rate 0.67% among 360,000; recombinant FAS-TE, OMFH fluorogenic substrate, fluorescence endpoint;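 active = compounds whose normalised, plate-corrected inhibition of enzyme fluorescence in the single-dose primary screen is 50% or more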;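 note: 0% = DMSO with enzyme and 100% = substrate without enzyme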
MLLE-PAM2 inh = inhibitors of microRNA-mediated deadenylation, human PABP1 MLLE binding; inhibition, % at 20 µM; hit rate 0.36% among 360,000; GST-MLLE / FITC-PAM2 fluorescence polarization; in the data active = inhibition above about 35%, passing the limit was not always enough;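 note: plate controls were DMSO wells with GST-MLLE for no effect and wells lacking GST-MLLE protein for full effect; some results filed as inactive read as strong as hits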
Numbers without * were called inactive; / = not tested or not shown.

Order of values: SKN-1 inh	MsrA inh	MsrA act	MLLE-PAM2 inh	TbMetRS inhib	MT1-MMP act inh	NRP1-CendR mod	eLon inh	FAS TE block
(1) O=C(NCCO)/C(=C/c1ccco1)NC(=O)c1ccco1
    -7	0.0	-2	13	0.1	1	-3	1	-2
(2) Cc1ccc(C(C)C)c(OCCCN2CCc3ccccc3C2)c1
    20	-0.2	0	0	0.0	-2	7	0	16
(3) COc1cc(CC(=O)N2CCN(C(=O)C3CCCO3)CC2)cc(OC)c1OC (stereo not given)
    13	-0.6	-2	6	0.0	-4	7	2	-7
(4) O=C(COC(=O)c1ccc(OC(F)(F)F)cc1)Nc1ncccn1
    0	0.7	-13	2	-0.4	-5	-4	11	-4
(5) Cc1ccc(S(=O)(=O)c2nc(S(=O)(=O)c3ccc(C)cc3)c(NCc3ccco3)s2)cc1
    3	/	-9	4	-1.0	1	3	-6	22
(6) COc1ccc(-n2nc3ccc(N)cc3n2)cc1Cl
    -11	1.6	-4	-8	-1.0	-9	-5	-5	4
(7) CC(c1ccccc1)N1CC(C(=O)N2CCN(Cc3ccc(C#N)cc3)CC2)CC1=O (stereo not given)
    18	-0.1	-3	15	-0.3	4	-3	-2	9
(8) COC(=O)[C@@]12C[C@@H](CC(=O)N3CCCC3)C(=O)N(Cc3ccccc3)C1=CCC(C)(C)C2
    -8	-0.5	/	/	0.0	-8	17	/	/
(9) Cc1ccc(NC(=S)NCc2ccc(S(N)(=O)=O)cc2)c(C)c1
    5	0.6	-7	-20	-0.2	3	6	-1	-2
(10) CCOc1ccc2nc(SCC(=O)NCc3ccccc3OC)[nH]c2c1
    -8	-1.0	-1	-12	-0.1	-1	5	-2	-1
(11) COC(=O)c1c(/N=C/N(C)C)sc2c1CCN(c1ncc(C(F)(F)F)cc1Cl)C2
    5	1.2	-1	6	1.1	-1	-8	4	7
(12) O=C(O)CCC(=O)NNC(=O)c1cccc(Cl)c1
    -5	-0.2	-4	9	0.4	8	10	5	-10
(13) CC(C)c1ccc(NC(=O)c2ccc(-c3ccnn3C)c3ccoc23)cc1
    -11	/	-1	-14	0.2	-4	-7	1	16
(14) Cc1cc(C)n(Cc2cccc(C(=O)N/N=C/c3ccncc3)c2)n1
    -12	-1.3	-7	-7	-0.1	-2	6	10	-3
(15) O=C(CSc1nnc(CNC(=O)c2c(F)cccc2F)o1)NCc1ccc2c(c1)OCO2
    2	-0.3	-5	18	-0.4	0	-5	8	-7
(16) Cc1cc(=O)n2c3c(c4c(cc13)c(CN(C)C)cc(=O)n4C)OC2
    10	2.3	-1	1	-0.1	19	10	4	-4
(17) Cc1[nH]n(-c2c(Cl)cc(Cl)cc2Cl)c(=O)c1C=Nc1ccc(S(=O)(=O)N2CCOCC2)cc1
    6	0.5	-1	-1	-0.1	3	1	-11	7
(18) CC[C@]12c3[nH]c4ccccc4c3CCN1C(=O)C(CC(=O)NCCCN(C)C)C[C@@H]2C(=O)N1CCN(C(=O)c2ccco2)CC1 (stereo not given in full)
    -6	1.6	-2	2	-0.8	3	1	9	-13
(19) CCOC(=O)N1CCC(NC(=O)c2cc3ccccn3n2)CC1
    1	0.1	-6	4	-0.5	3	2	-7	-8
(20) O=C(CSc1nnc(CNC(=O)c2cccs2)o1)Nc1ccc2c(c1)OCO2
    -4	-0.3	-14	21	-0.8	0	-10	-4	-9
(21) O=C1NC[C@H](CCCCN2CCN(CCc3ccccc3)C(=O)C2=O)N(Cc2ccccc2)C1=O
    -2	0.5	-3	/	0.0	-1	9	-5	-9
(22) O=C(COc1ccc(Cl)cc1)NC1CC1
    9	-0.6	-9	-12	-0.9	-8	0	6	-5
(23) CCn1c(CNc2ccc(Cl)cc2)nnc1SCc1ccccc1
    -21	-0.6	-2	-3	-1.5	0	-2	-12	8
(24) CCOc1ccc(CNc2cccc(SC)c2)cc1
    3	3.8	-6	-16	0.0	-4	-2	-13	15
(25) CCOC(=O)CSc1nc2ccccc2c(=O)n1C1CCCC1
    3	0.9	-2	5	-0.3	5	9	0	11
(26) Nc1ncnc2c1ncn2[C@@H]1O[C@H](CNCc2ccccc2OCc2ccc(Cl)cc2Cl)[C@@H](O)[C@H]1O
    -8	0.3	-2	-2	-0.3	-1	-5	-15	-8
(27) COC(=O)c1cc2oc(C)cc2n1CC(=O)N1CCCc2ccccc21
    4	0.0	-11	-1	-1.2	-4	7	5	4
(28) CC(C)CN(C(=O)c1cccc(F)c1)c1c(N)n(CC(C)C)c(=O)[nH]c1=O
    4	1.1	-1	9	-0.4	-1	-13	5	-6
(29) CCc1ccc(NC(=O)c2cccc(NC3=NC4CS(=O)(=O)CC4S3)c2)cc1 (stereo not given)
    1	-0.2	-2	-134	-0.3	1	1	24*	-2
(30) Cc1cc(=O)oc(C)c1C(=O)N1CCN(c2ccc(F)cc2)CC1
    9	-1.1	5	13	-0.7	-1	9	3	-4

Sorted by count of non-hydrogen atoms (largest number first): part of the list above
Order of values: SKN-1 inh	MsrA inh	MsrA act	MLLE-PAM2 inh	TbMetRS inhib	MT1-MMP act inh	NRP1-CendR mod	eLon inh	FAS TE block
(21) O=C1NC[C@H](CCCCN2CCN(CCc3ccccc3)C(=O)C2=O)N(Cc2ccccc2)C1=O
    -2	0.5	-3	/	0.0	-1	9	-5	-9
(8) COC(=O)[C@@]12C[C@@H](CC(=O)N3CCCC3)C(=O)N(Cc3ccccc3)C1=CCC(C)(C)C2
    -8	-0.5	/	/	0.0	-8	17	/	/
(7) CC(c1ccccc1)N1CC(C(=O)N2CCN(Cc3ccc(C#N)cc3)CC2)CC1=O (stereo not given)
    18	-0.1	-3	15	-0.3	4	-3	-2	9
(11) COC(=O)c1c(/N=C/N(C)C)sc2c1CCN(c1ncc(C(F)(F)F)cc1Cl)C2
    5	1.2	-1	6	1.1	-1	-8	4	7
(27) COC(=O)c1cc2oc(C)cc2n1CC(=O)N1CCCc2ccccc21
    4	0.0	-11	-1	-1.2	-4	7	5	4
(14) Cc1cc(C)n(Cc2cccc(C(=O)N/N=C/c3ccncc3)c2)n1
    -12	-1.3	-7	-7	-0.1	-2	6	10	-3
(9) Cc1ccc(NC(=S)NCc2ccc(S(N)(=O)=O)cc2)c(C)c1
    5	0.6	-7	-20	-0.2	3	6	-1	-2
(1) O=C(NCCO)/C(=C/c1ccco1)NC(=O)c1ccco1
    -7	0.0	-2	13	0.1	1	-3	1	-2
(6) COc1ccc(-n2nc3ccc(N)cc3n2)cc1Cl
    -11	1.6	-4	-8	-1.0	-9	-5	-5	4
(22) O=C(COc1ccc(Cl)cc1)NC1CC1
    9	-0.6	-9	-12	-0.9	-8	0	6	-5

Going on with the list:
Order of values: SKN-1 inh	MsrA inh	MsrA act	MLLE-PAM2 inh	TbMetRS inhib	MT1-MMP act inh	NRP1-CendR mod	eLon inh	FAS TE block
(31) O=C(NCc1ccco1)C(=O)NCC(c1ccco1)N1CCOCC1 (stereo not given)
    5	1.0	0	7	-0.1	-2	4	-5	-3
(32) Cc1ccc(C(C(=O)NCc2ccco2)N(CC2CCCO2)C(=O)Cn2nnc3ccccc32)cc1 (stereo not given)
    -14	-1.1	-2	4	-0.3	-2	-4	-7	0
(33) O=S1(=O)NC2c3ccccc3CC2O1 (stereo not given)
    0	0.4	-1	16	-0.2	1	6	-8	-9
(34) O=C1c2ccccc2C(=O)N1OCc1cccc(Cl)c1
    6	0.4	-6	-6	0.1	13	-2	-7	6
(35) COc1ccc(C2C(C(=O)Nc3cc(C)on3)c3ccccc3C(=O)N2C)cc1OC (stereo not given)
    32	0.2	-3	-3	0.1	-4	1	-7	-1
(36) CCCCOC(=O)CSc1nc2c(c(=O)[nH]c(=O)n2C)n1C/C=C(\C)Cl
    26	1.3	-1	29	-1.2	/	5	1	-6
(37) CN(C)S(=O)(=O)c1cccc(C(=O)Nc2ccccc2)c1
    11	-0.1	-10	-6	-0.9	-1	-2	2	4
(38) O=C(CC(=O)NCCc1ccccc1)NCCc1ccccc1
    -3	-0.2	0	-8	-0.1	-3	14	-9	-3
(39) CC1(C(=O)OCC(=O)Nc2ccc3ccccc3c2)CC1(Cl)Cl (stereo not given)
    -1	-0.7	-13	-14	0.9	2	11	5	26
(40) O=C(c1cccn2c(=O)c3cc(Cl)ccc3nc12)N1CCOCC1
    11	3.0	-3	4	-0.1	9	-7	2	-3
(41) CCOc1cc(C(=O)NC(=S)Nc2ccc(Cl)c(C(=O)O)c2)cc(OCC)c1OCC
    3	-0.1	-4	35	0.1	2	2	4	8
(42) COc1ccccc1NC(=O)Nc1nc(CC(=O)NCc2c(F)cccc2F)cs1
    -3	-1.5	0	-6	-0.4	4	14	-4	5
(43) CCCCN(C=O)c1c(CC)nc2c(OCC(=O)C(C)(C)C)cccn12
    7	1.0	-2	12	-0.3	-1	-2	4	-11
(44) CCc1noc(C)c1C(=O)N1CCN(S(=O)(=O)c2ccc(Br)cc2)CC1
    -12	0.2	0	2	-0.6	-4	-8	-2	6
(45) O=C(CSc1nnc(COc2ccccc2)o1)Nc1nccs1
    0	0.5	-2	9	0.2	-1	4	-1	-5
(46) O=S(=O)(Nc1cccc(-n2cnnn2)c1)c1cnc(Cl)c(Cl)c1
    4	0.3	-1	9	0.8	1	6	-5	57*
(47) COc1ccc(NC(=O)CSc2nc3c(c(=O)n2C)SCC3)cc1OC
    -2	0.7	-7	-5	-0.6	2	-4	-4	-6
(48) COCCc1nnc(NC(=O)Cc2ccccc2)s1
    -24	-0.5	-9	-13	0.9	0	6	-13	-6
(49) CCOCCCNc1ncnc2c1nc1n2CCCC1
    7	-1.3	-3	6	-0.3	-2	-9	-9	2
(50) Cc1ccc(NC(=O)COC(=O)c2cccc(N3C(=O)c4ccccc4C3=O)c2)cc1
    18	-2.1	-2	1	-0.4	-1	-6	-2	-6
(51) CCCC(=O)Nc1sc2c(c1C(=O)Nc1ccccn1)CCCC2
    13	1.0	-11	11	-1.5	-3	2	-5	16
(52) c1ccc2c(N3CCCCC3)nc(N3CCCC3)nc2c1
    1	-0.1	-1	0	-0.2	3	-1	-8	-6
(53) CCOc1ccc(C(C(=O)NC2CCCCC2)N(C(=O)c2ccccn2)c2cccnc2)cc1 (stereo not given)
    4	1.3	-6	1	-1.6	-1	16	-6	-4
(54) CC(=O)Nc1cccc(OCc2ccc([N+](=O)[O-])cc2)c1
    18	-0.3	-2	3	0.0	7	-13	-11	-1
(55) CCN(Cc1ccccc1)S(=O)(=O)c1cn(C)cn1
    8	0.4	-1	4	0.5	-2	-3	-1	-10
(56) CC(=O)c1c(C)[nH]c(C(=O)OCC(=O)NCc2ccc(Cl)cc2)c1C
    4	0.8	3	-12	0.6	-3	9	-6	9
(57) COc1ccc2c(c1)Cc1c-2cc(Br)c(N)c1Br
    25	-0.8	-2	-11	-0.2	1	-11	-10	-4
(58) CC(C)C[C@@H](COc1ccccc1)N1CCN(C)CCC1=O
    9	-0.4	-3	-11	-0.2	2	-17	-3	-12
(59) COc1cc(C(O)c2nc(-c3cc4ccccc4o3)cs2)ccc1F (stereo not given)
    10	0.1	-1	-2	-0.2	-8	5	-6	24
(60) O=C(CN1C(=O)NC2(CCSC2)C1=O)N1CCN(c2ccc(F)cc2)CC1 (stereo not given)
    11	-0.8	0	-18	-0.4	10	1	-7	-4
(61) Cc1ccsc1C(=O)OCC(=O)NCc1ccco1
    -1	-0.6	-3	6	0.5	2	-4	-4	-1

Bioassay records as filed in PubChem BioAssay.
